mIDH1 inhibitor: human IDH1 R132H inhibition | O75874 | IDH1-R132H enzyme, NADPH consumption, diaphorase/resazurin fluorescence | Potency, µM (top dose mostly 76.6 µM), inactives show at the top dose activity change, negative = inhibition, actives largely listed as inhibitors | 390,000 compounds, 0.093% hits; also: potency is read from the fitted curve at half-maximal effect; % is scaled to controls: 0 for no effect and ±100 for the full control effect; nearly all actives have a fitted effect of over 65% in size
Target sequence (O75874 whole entry R132H, stated change not applied): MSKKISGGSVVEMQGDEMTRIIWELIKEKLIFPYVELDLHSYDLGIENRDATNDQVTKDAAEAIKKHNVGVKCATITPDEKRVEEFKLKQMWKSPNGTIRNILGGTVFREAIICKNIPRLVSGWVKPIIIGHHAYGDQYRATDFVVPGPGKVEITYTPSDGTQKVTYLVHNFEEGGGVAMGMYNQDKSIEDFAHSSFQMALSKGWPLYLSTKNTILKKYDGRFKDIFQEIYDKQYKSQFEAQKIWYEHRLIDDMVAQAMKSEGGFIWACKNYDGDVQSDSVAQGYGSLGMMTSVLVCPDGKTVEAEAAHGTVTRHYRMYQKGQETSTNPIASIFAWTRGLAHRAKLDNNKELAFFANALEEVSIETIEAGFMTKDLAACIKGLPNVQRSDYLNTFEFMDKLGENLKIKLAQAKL
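IDH1-R132H (0.5 ug/mL) preincubated 30 min with compound, then NADPH (0.016 mM) and alpha-KG (2 mM) added; 80 min at RT, pH 7.5. Remaining NADPH coupled via diaphorase/resazurin to fluorescence (540/590 nm); concentration-response curves normalized to no-enzyme control.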
USP1-UAF1 inh: USP1/UAF1 (human) deubiquitinase inhibition; recombinant USP1/UAF1, Ub-Rhodamine cleavage fluorescence; 390,000 compounds, 0.23% hits; Potency, µM (series often up to 57.1 µM), for the others: at the top dose activity change, negative = inhibition, usual class: inhibitors; also: potency is read from the fitted curve at half-maximal effect; % is scaled to controls: 0 for no effect and ±100 for the full control effect; nearly all actives have a fitted effect of over 60% in size; inactives centre near -12
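USP1/UAF1 complex (1 nM) preincubated 15 min at room temperature with compound, then Ub-Rho substrate (150 nM final) added. Kinetic fluorescence at 480/540 nm over 6 reads at 60 s intervals; 50 mM HEPES pH 7.8, 0.5 mM EDTA, 0.1 mg/ml BSA, 1 mM TCEP, 0.01% Tween-20.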
D2 agonist: D2 dopamine receptor (human) agonism; HEK293 T-REx D2 cells, calcium flux agonist mode; activation, % at 2 µM; 340,000 compounds, 0.53% hits; AID 485358;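 active = activation over 3 SD above normal in the single-dose calcium agonist read, cut at about 30% in these data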; also: 0% is about no effect
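In this primary screen, compounds producing a positive calcium signal within 180 s of addition to tetracycline-induced, force-coupled HEK293 Trex D2 cells are flagged; cells are dye-loaded with a no-wash calcium kit beforehand.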
TRHR agonist: agonists of human TRH receptor; P34981; TRHR cells, calcium flux fluo-8, FDSS agonist mode; activation, % at 2 µM; 360,000 compounds, 0.18% hits; AID 493084; in the data active = activation above about 30%; also: 0% is about no effect
Target sequence (P34981 whole entry, looked up): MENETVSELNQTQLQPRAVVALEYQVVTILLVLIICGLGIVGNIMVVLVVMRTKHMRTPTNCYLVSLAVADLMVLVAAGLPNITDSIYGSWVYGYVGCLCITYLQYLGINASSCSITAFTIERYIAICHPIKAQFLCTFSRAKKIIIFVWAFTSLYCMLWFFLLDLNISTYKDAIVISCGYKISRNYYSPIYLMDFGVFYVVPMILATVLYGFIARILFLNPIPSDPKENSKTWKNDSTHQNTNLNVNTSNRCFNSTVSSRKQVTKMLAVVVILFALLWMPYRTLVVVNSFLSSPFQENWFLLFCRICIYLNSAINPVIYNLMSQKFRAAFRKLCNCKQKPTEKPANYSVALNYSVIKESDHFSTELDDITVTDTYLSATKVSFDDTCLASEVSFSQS
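Read-out: compound-evoked intracellular calcium rise in TRHR cells, fluo-8 dye, kinetic FDSS fluorescence at 1 s/cycle following a 10-cycle baseline. Cells cultured overnight before dye loading (30 min–1.5 h, RT).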
D2 antagonist: antagonists of human D2 dopamine receptor; inhibition, % at 10 µM; 340,000 compounds, 2% hits; HEK293 TREx D2 cells, calcium flux, dopamine EC80; in the data active = inhibition above about 30%; also: 0% is about no effect
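In this primary screen, negative modulation is detected by tracking calcium flux after an EC80 dopamine challenge in inducible HEK293 T-REx D2 cells preexposed to test compound for 180 s.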
TrxR1 inh: blocks rat thioredoxin reductase 1. 390,000 compounds, 1% hits. Potency, µM (doses to about 114 µM), for inactives: at the top dose activity change, negative = inhibition, usual class: inhibitors. AID 588453. recombinant rTrxR1, NADPH fluorescence consumption, selenite substrate. O89049; also: potency is read from the fitted curve at half-maximal effect; % is scaled to controls: 0 for no effect and ±100 for the full control effect; nearly all actives have a fitted effect of over 65% in size
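Rat TrxR1 (90 nM in the dispensed reagent) was pre-reduced with 400 uM NADPH for 5 min at room temperature, then incubated with compound for 15 min. After 400 uM selenite was added, NADPH fluorescence (Ex 340/Em 450 nm) was followed for 8 min.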
Pin1 inh: inhibitors of human Pin1; Q13526; Pin1 FP peptide displacement, HiFluor488, 10 min; Potency, µM (titrated, usually from 115 µM), for inactives: top-dose activity, negative = inhibition, hits mostly inhibitors; 390,000 compounds, 0.009% hits; AID 504891; active = well fitted inhibition curve with a large enough effect in the polarisation, with a control signal flat, not every such curve was filed as active; inconclusive = small, poorly fitted or top-dose-only effect, or effect the other way, or a change in a side signal; inactive = no such curve, though single readings can be large or run the other way; the % refers to the polarisation; also: potency is read from the fitted curve at half-maximal effect; % is scaled to controls: 0 for no effect and ±100 for the full control effect
Target sequence (Q13526 whole entry, looked up): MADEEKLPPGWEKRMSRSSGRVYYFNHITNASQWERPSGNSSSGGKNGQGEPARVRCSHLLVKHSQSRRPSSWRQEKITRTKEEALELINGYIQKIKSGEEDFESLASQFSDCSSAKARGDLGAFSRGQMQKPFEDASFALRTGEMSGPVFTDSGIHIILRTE
TrxR1 substrate: is turned over as a substrate by rat TrxR1. O89049. purified TrxR1 substrate turnover, NADPH consumption readout. Potency, µM (top dose mostly 114 µM), for inactives: top-dose activity change, negative = substrate turnover. 390,000 compounds, 0.01% hits. AID 588456; also: potency is read from the fitted curve at half-maximal effect; % is scaled to controls: 0 for no effect and ±100 for the full control effect; nearly all actives have a fitted effect of over 50% in size
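Rat TrxR1, dispensed at 90 nM, was prereduced with 400 uM NADPH (final) for 5 min at ~22 deg C, then incubated with compound 15 min before 400 uM selenite. A first-read NADPH fluorescence drop versus no-compound background flagged substrates.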
TRHR PAM: allosterically enhances the human TRH receptor. P34981. TRHR cells, fluo-8 calcium fluorescence, EC20 TRH enhancement. enhancement, % at 2 µM. 360,000 compounds, 0.66% hits. AID 493056; in the data active = enhancement above about 30%; also: 0% is about no effect
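Enhancer read-out: after compound pinning and an initial kinetic agonist-mode read, an EC20 of TRH (10 nM final) was injected and fluo-8 calcium signal (Ex 480/Em 530) followed at 1 s/cycle for 100 cycles in TRHR-expressing cells.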
* hit, by the source's call; ? = inconclusive; · = no result given; [ ] = dose if it differs, or a comment. Unless noted, calls follow the shape of the dose curve; as a rule, active = well fitted inhibition curve with a large enough effect; inconclusive = small, poorly fitted or top-dose-only effect; inactive = no such curve, though single readings can be large or run the other way. This is a subset (hit frequency here may not be typical).

SMILES	mIDH1 inhibitor	USP1-UAF1 inh	D2 agonist	TRHR agonist	D2 antagonist	TrxR1 inh	Pin1 inh	TrxR1 substrate	TRHR PAM
COc1ccc(N(C)C(=O)CC2(CC(=O)O)CCCCC2)cc1	4%	2%	-0.1	0.8	14	-1%	-1%	-7%	-5
COc1cccc(C(=O)Nc2ccc(NC(C)=O)cc2)c1	3%	-12%	0.4	0.2	13	23%	-4%	8%	11
O=C(c1cccc(S(=O)(=O)Nc2ccc(Br)cc2)c1)N1CCC1	-3%	-7%	7.7	0.0	4	22%	-2%	1%	-3
Nc1ccc(S(=O)(=O)Nc2nccs2)cc1N=Nc1ccccc1[N+](=O)[O-]	?	-16%	·	·	·	-2%	·	-6%[57.1 µM]	·
CCN(CC)S(=O)(=O)c1ccc(OC)c(NC(=O)CSCc2c(C)noc2C)c1	6%	-19%	·	·	·	45%[activator]	3%	13%	·
O=C(NC(=S)Nc1ccc(S(=O)(=O)N2CCCC2)cc1)C1CCC1	5%	-18%	0.0	0.5	0	-47%	1%	-5%	10
CCOC(=O)c1sc(NCc2ccco2)c(-c2nc3ccccc3s2)c1N	6%	-15%	0.6	1.1	-4	?	27%	-16%	-9
Cc1coc2c(C)c3oc(=O)c(CCC(=O)NCCCN4CCOCC4)c(C)c3cc12	5%	-29%	0.0	-0.4	-11	-15%	-1%	6%	-1
COCCn1c(SCC(=O)Nc2nnc(C)s2)nnc1-c1ccco1	-2%	-13%	0.2	0.3	7	38%[57.1 µM]	-1%	19%[57.1 µM]	5
COc1ccccc1-c1ccc2nnc(SC)n2n1	-3%	-22%	-0.9	-0.5	3	11%	-1%	5%	-7
Cc1ccc(S(=O)(=O)N2CCCC2C(=O)NCCc2nc3ccccc3[nH]2)cc1 (centres undefined)	1%	-2%	·	-0.4	·	2%	8%	-1%	4
O=C(N[C@@H](Cc1ccccc1)C(=O)NC1CC1)c1ccc(Cl)cc1	-8%	-3%	-2.0	-0.4	-14	12%	-3%	1%	9
COc1ccc(NC(=O)CN2CCN(c3ccccc3F)CC2)c(OC)c1	0%	?	·	-0.8	·	8%[57.1 µM]	-7%	-1%[57.1 µM]	2
CCOCCn1c(C(C)O)nc2ccccc21 (centres undefined)	10%	-17%	1.5	-0.5	9	7%	2%	0%	5
CC1CCCCN1S(=O)(=O)c1ccc(C(=O)Nc2nnc(-c3ccccc3Cl)o2)cc1 (centres undefined)	-10%	-15%	3.4	2.1	-13	2%[57.1 µM]	27%	-2%[57.1 µM]	-4
O=C1OCC2=C1C(c1ccc(F)cc1)CC(=O)N2c1ccccc1 (centres undefined)	·	·	0.2	-1.1	12	·	·	·	15
Cc1ccc(C)c(NC(=O)Cn2nc(C(F)(F)F)cc2C2CC2)c1	3%	3%	-1.8	-0.2	-9	-4%	5%	3%[57.1 µM]	-10
CN(C)C(=O)c1ccc(NC(=O)CC2SC(N3CCCC3)=NC2=O)cc1 (centres undefined)	4%	0%	0.3	0.6	-7	20%	-3%	4%	6
Cc1nnc(N2CCN(C(=O)NC(C)C)CC2)c2nn(-c3ccccc3)c(C)c12	·	-28%	·	0.1	·	24%[57.1 µM]	17%	6%[57.1 µM]	0
COc1ccc(Nc2nc3c(C)cccn3c(=O)c2C=O)cc1	-1%	-13%	0.5	0.0	6	28%	14%	5%	-6
CC(C)(C)NC(=O)C(c1cccs1)N(Cc1cccs1)C(=O)c1ccc(CN2CCOCC2)o1 (centres undefined)	2%	-14%	-0.3	0.1	-2	12%[57.1 µM]	0%	4%[57.1 µM]	-2
O=C(NCCc1ccc(Cl)cc1)C1CCN(S(=O)(=O)N2CCCC2)CC1	6%	-17%	0.4	-0.4	25	5%	6%	5%	-5
C=CCC1=C/C(=C\c2c(N)n3nc(CC(=O)N4CCOCC4)sc3nc2=O)C=C(OC)C1=O	11%	?	·	162*	·	-17%	?	-21%	53*
O=C(Nc1ccon1)c1cccc(S(=O)(=O)N2CCCCCC2)c1	3%	0%	0.3	-1.2	-4	-5%	3%	-9%	7
CCOC(=O)N1CCN(S(=O)(=O)N2CCCC(C(=O)NCc3ccc(F)cc3)C2)CC1 (centres undefined)	-10%	-22%	0.2	-0.1	-7	18%	0%	4%	2

Reprinted at random: 4 compounds from above.
SMILES	mIDH1 inhibitor	USP1-UAF1 inh	D2 agonist	TRHR agonist	D2 antagonist	TrxR1 inh	Pin1 inh	TrxR1 substrate	TRHR PAM
COc1ccc(Nc2nc3c(C)cccn3c(=O)c2C=O)cc1	-1%	-13%	0.5	0.0	6	28%	14%	5%	-6
O=C(NCCc1ccc(Cl)cc1)C1CCN(S(=O)(=O)N2CCCC2)CC1	6%	-17%	0.4	-0.4	25	5%	6%	5%	-5
O=C(Nc1ccon1)c1cccc(S(=O)(=O)N2CCCCCC2)c1	3%	0%	0.3	-1.2	-4	-5%	3%	-9%	7
CCOCCn1c(C(C)O)nc2ccccc21 (centres undefined)	10%	-17%	1.5	-0.5	9	7%	2%	0%	5

(more compounds)
SMILES	mIDH1 inhibitor	USP1-UAF1 inh	D2 agonist	TRHR agonist	D2 antagonist	TrxR1 inh	Pin1 inh	TrxR1 substrate	TRHR PAM
NS(=O)(=O)c1cccc(NC(=O)CCC(=O)c2cccs2)c1	-7%	-24%	0.6	0.8	-4	19%	-6%	3%	-1
O=C(Cn1c(=O)n(CC(=O)NCc2ccccc2)c2ccccc21)NCc1ccccc1	-1%	-6%	-0.7	-0.5	-6	36%[activator]	223%[activator]	13%	-7
COc1ccc(-n2nc([N+](=O)[O-])c(=NCCc3ccc(OC)c(OC)c3)n2O)cc1	5%	-9%	1.4	-0.2	-1	20%	-2%	9%	-2
CCN(CC)S(=O)(=O)c1ccc(N2CCCC2)c(C(=O)OCC(=O)Nc2cc(C)on2)c1	-4%	-23%	-2.4	-0.3	11	14%	-1%	-2%	2
Nn1c(=O)[nH]c2c([nH]c3ccccc32)c1=O	0%	-16%	0.9	0.4	-1	17%[57.1 µM]	3%	53%	-3
Cc1ccc(OCCn2cnc3cc([N+](=O)[O-])ccc3c2=O)cc1	2%	4%	1.2	0.9	21	9%[57.1 µM]	-4%	12%[57.1 µM]	-8
OC(COCc1ccccc1F)CN1CCCCC1 (centres undefined)	3%	-12%	·	·	·	20%	-1%	1%	·
Cc1cc(C)n2c(SC/C(O)=C(\C#N)c3nc4ccccc4[nH]3)nnc2n1	-9%	-10%	-1.1	0.7	0	-13%	?	-2%	2
Cc1cc(Cl)ccc1OCCn1cncn1	-1%	-13%	-0.1	-1.0	9	-1%	0%	-3%	-4
O=c1c(O)c(-c2cc(O)c(O)c(O)c2)oc2cc(O)cc(O)c12	-19%	-20%	-1.0	5.1	-10	?	?	20%[57.1 µM]	10
CCOc1ccc2c(c1)nc(NCCCO)n2Cc1ccccc1	8%	-17%	-0.7	-0.5	3	13%	5%	8%	-1
COC(=O)CN1C(=O)C(C)(C)c2cc(S(=O)(=O)NCc3ccc(Cl)cc3)ccc21	-10%	-11%	-0.1	0.1	·	1%[57.1 µM]	2%	-3%[57.1 µM]	1
COc1cc2c(cc1OC)C(C(=O)O)C(c1cc(Br)c(O)c(OC)c1)N(C)C2=O (centres undefined)	-8%	2%	-0.2	0.1	6	9%	5%	1%	-4
CCSc1nc2ccccc2c(OCc2ccccc2Cl)c1C(=O)OC	-8%	?	0.8	1.0	·	17%[57.1 µM]	0%	-2%[57.1 µM]	0
Brc1ccc(-n2cccc2/C=N/n2cnnc2)cc1	4%	-8%	0.6	-0.1	-11	15%[57.1 µM]	8%	-13%	5
Cc1cccc(-n2ncc3c(Nc4c(C)cc(C)cc4C)ncnc32)c1	0%	-12%	0.9	0.9	·	11%[57.1 µM]	-3%	-5%[57.1 µM]	4
CCOc1ccccc1NC(=S)NNS(=O)(=O)c1c(C)cc(C)cc1C	-3%	-15%	-0.7	-0.1	-2	-31%	-4%	-9%	3
COC(=O)CN1C(=O)[C@H]2[C@@H](/C=C/c3ccccc3)N3C(=O)CN(Cc4ccccc4)C(=O)[C@@]3(Cc3ccccc3)[C@H]2C1=O	10%	?	0.4	-0.3	14	10%	3%	2%	-4
CN(C#N)c1nc(Cl)nc(Nc2cccc(Cl)c2)n1	2%	-18%	0.2	0.0	10	-17%	-2%	-2%	18
CCOC(=O)Cc1cc(=O)n2[nH]cc(-c3cccc(Br)c3)c2n1	6%	?	0.6	0.0	-6	12%[57.1 µM]	-5%	49%	-1
Cc1cc(C)n(CCCO)c(=O)c1C#N	6%	5%	·	·	·	-3%	-2%	8%	·
CN(C(=O)c1ccc(Cl)c([N+](=O)[O-])c1)C1(C)CCS(=O)(=O)C1 (centres undefined)	-6%	-20%	0.9	-0.3	28	12%[57.1 µM]	-5%	1%[57.1 µM]	-4
O=C(Nc1cccn2ncnc12)c1ccc(Cl)cc1	-1%	-13%	-0.5	-0.2	-18	16%	1%	3%	21
COCCn1nnnc1CN(CCCN1CCOCC1)Cc1cc2c(C)ccc(C)c2[nH]c1=O	10%	-18%	0.3	0.8	-4	?	0%	-2%	-2
COc1cccc(CNC(=O)C2CCCN(S(C)(=O)=O)C2)c1 (centres undefined)	11%	?	0.0	-0.1	7	25%	-13%	12%	0
CCOc1ccc(Cc2nc(-c3nonc3N)no2)cc1OCC	0%	-3%	-0.1	0.0	-27	-10%	-6%	-7%	-3
CN(C)S(=O)(=O)c1ccc2nc(NC(=O)c3cccnc3)sc2c1	5%	-19%	0.2	0.0	-6	-27%	38%[activator]	-13%	-5
Cc1c(Cl)cccc1NC(=O)CNc1cccc(C(F)(F)F)c1	8%	-24%	-0.6	0.4	-2	24%	3%	8%	0
O=C(CSc1nc(-c2ccccc2)nc2ccccc12)Nc1nccs1	-3%	-21%	0.1	-0.1	0	22%	4%	9%	0

Screening results (PubChem)
